NCI-60 one-dose screen, 48 h, at 10 µM unless noted. Numbers give growth in % (100 = growth as untreated, 0 = no growth, -100 = all killed).
NCI-H23: NCI-H23 lung cancer; AID 1794731; 4% of 80,000 active
OVCAR-5: OVCAR-5 ovarian cancer; 2.9% of 82,000 active; AID 1794783
OVCAR-3: OVCAR-3 ovarian cancer; 7% of 79,000 active; AID 1794787
IGROV1: IGROV1 ovarian cancer | 4.7% of 79,000 active | AID 1794786
OVCAR-4: OVCAR-4 ovarian cancer cells | 3.7% of 80,000 active
NCI/ADR-RES: NCI/ADR-RES ovarian cells. 4.4% of 81,000 active
OVCAR-8: OVCAR-8 ovarian cancer; 4.4% of 81,000 active
NCI-H522: NCI-H522 lung cancer; 8% of 78,000 active
SK-OV-3: SK-OV-3 ovarian cancer cells. AID 1794785. 3.2% of 80,000 active
Numbers without * were called inactive; . = not tested or not shown. How the source made its calls: active means growth percent below 10; inactive means the rest. This is a random part of the collection, and some 11% of all compounds hit somewhere here.

No.	Compound	NCI-H522	OVCAR-8	OVCAR-3	OVCAR-5	NCI/ADR-RES	IGROV1	NCI-H23	OVCAR-4	SK-OV-3
1	CCn1c(O)c(/C=N/NC(=O)Cc2ccccc2Nc2c(Cl)cccc2Cl)sc1=S	86	59	88	101	104	78	98	95	83
2	Cc1ccccc1-c1csc(N)n1	93	97	108	95	112	109	91	113	102
3	COc1ccc(-c2csc(NC(=O)CSc3nc(-c4ccccc4)cc(=O)[nH]3)n2)cc1	58	71	72	94	51	72	51	54	91
4	O=C(c1ccccc1)n1ccc(-c2cc3cc(Br)ccc3oc2=O)n1	1.2*	22	39	35	-3.0*	16	19	26	13
5	CCC(C(=O)O)N1C(=O)/C(=C/c2ccc(O)c(O)c2)SC1=S (centres undefined)	100	101	115	100	105	103	.	107	112
6	Cc1ncc(-c2ccc([N+](=O)[O-])cc2)o1	72	91	105	106	103	100	101	.	109
7	c1ccc(-c2n(Cc3ccc4ccccc4n3)cc[n+]2Cc2ccc3ccccc3c2)cc1	2.0*	3.2*	6.2*	22	96	-15*	2.9*	14	-12*
8	O=c1[nH]c2ccc(Br)cc2c(=O)o1	95	99	105	107	109	108	97	108	110
9	CN1CCCC1=Nc1ccccc1	83	105	128	118	104	111	94	.	.
10	COc1ccc(/C=C2\N=C3N(c4ccccc4)C(C(OC(C)=O)C(OC(C)=O)C(OC(C)=O)C(COC(C)=O)OC(C)=O)N(C(C)=O)N3C2=O)cc1 (centres undefined)	54	51	92	115	80	93	91	82	103
11	Fc1ccc2nncc(SCc3ccccc3Cl)c2c1	55	100	108	113	90	.	97	100	110
12	C(#Cc1ccccc1)c1ccccc1	.	105	104	110	104	108	103	114	98
13	COC(=O)[C@@H]1CC[C@@H](C)c2ccc(C)nc2C1	92	103	113	106	103	98	106	99	100
14	O=C1CSc2ccc3nsnc3c2N1	90	106	104	101	92	92	93	103	117
15	C/C(=N\NC(=O)c1ccncc1)c1ccc(Cl)cc1Cl	107	129	99	105	99	133	99	121	103
16	O=S(=O)(Nc1ccccc1Nc1ccccc1)c1ccccc1Cl	94	92	103	94	95	100	88	98	97
17	NC(N)=Nc1ccc(Oc2cccc(NC(N)=Nc3ccc(Cl)c(C(F)(F)F)c3)c2)cn1	10.0*	54	3.5*	42	95	-20*	39	53	48
18	CCCCNc1nc(NN2C(=O)c3cccc4cccc(c34)C2=O)nc(-n2cnc3ccccc32)n1	89	93	86	84	91	80	89	68	99
19	O=C1O[C@H]([C@H](O)CO)C(O)=C1O	88	97	104	101	97	104	98	119	112
20	CCc1c(C)c2cc(N=C3NC(=O)CS3)c(O)c(C)c2oc1=O	63	84	113	114	101	102	98	116	83
21	CC(C)c1ccc(Cn2nc(Nc3ccc(Cl)c(Cl)c3)nc2N)cc1	91	96	63	87	80	79	85	77	90
22	COc1cc(Cn2c(SCC(=O)Nc3ccc(Cl)cc3)nc3ccccc3c2=O)cc(OC)c1OC	41	63	.	82	52	42	73	53	68
23	CC(C)c1ccc(CN(C)C)c(O)c1C(C)(C)C	93	107	111	106	106	108	98	.	106
24	COc1cccc2nc(Nc3ccc(NC(=O)c4cccc(Cl)n4)cc3)ccc12	69	105	108	94	97	99	92	96	99
25	COc1ccc(C(=S)N2CCOCC2)cc1	85	98	123	101	108	103	109	110	101
26	CCOC(C)CCCS(=O)(=O)O (centres undefined)	.	96	119	102	104	.	108	107	111
27	CCNC(=S)NC1CCCCCCCCCCC1	.	97	96	93	101	90	105	50	105
28	O=CN1N=C(c2ccc(Cl)cc2)CC1c1sc(N2CCOCC2)nc1Cl (centres undefined)	79	89	88	104	89	76	80	72	94
29	N=C(N)SC/C=C/CSC(=N)N	105	111	105	104	101	109	99	97	132
30	C=C(C[n+]1ccccc1)[C@@H]1CC[C@]2(COC(C)=O)CC[C@]3(C)[C@H](CC[C@@H]4[C@@]5(C)CC[C@H](O)C(C)(C)[C@@H]5CC[C@]43C)[C@@H]12	88	98	93	109	104	90	101	91	105
31	NC1=NC2(Cc3ccccc3C2=O)n2c(nc3ccccc32)N1 (centres undefined)	80	97	95	118	106	63	94	105	100
32	Cc1ccc2ccc(C#N)cc2c1O	98	102	113	107	99	115	87	.	103
33	COc1ccc(-c2c(NC(=O)Nc3ccc(Cl)c(C(F)(F)F)c3)cnn2-c2ccc(S(N)(=O)=O)cc2)cc1	44	29	25	61	90	33	43	33	68
34	N#Cc1ccc(-c2nn(-c3ccc(C(=O)O)cc3)cc2CNc2cc(Cl)cc(C(F)(F)F)c2)cc1	20	20	22	60	1.8*	35	-13*	28	55
35	NS(=O)(=O)Oc1ccc(NC(=O)C23CC4CC(CC(C4)C2)C3)cc1F	83	95	100	107	97	99	101	92	.
36	NC(=O)CSc1nc2ccccc2c(=O)n1CCc1ccccc1	101	99	110	100	100	102	100	114	111
37	CC(C)CC(CC(C)C)NCC(C)OC(=O)c1ccc(N)cc1 (centres undefined)	69	99	100	96	92	99	104	107	112
38	CC(O)C(F)(F)C(F)(F)C(F)(F)F (centres undefined)	94	110	121	99	110	114	111	103	118
39	COc1ccc(-c2nn(-c3cccc(Cl)c3)cc2-c2cc(-c3ccc(Br)cc3)[nH]c(=O)c2C#N)cc1	75	78	68	105	65	93	87	-34*	89
40	COc1cc(CNC(=O)C[C@H](C)CCC=C(C)C)ccc1OCc1cn(-c2ccc(Br)cc2)nn1	42	48	105	105	52	90	60	50	64
41	NC(=S)N=Nc1ccc(O)c2c(O)ccc(O)c12	68	89	87	109	100	86	93	97	80
42	COc1ccc(/C(C)=N/N=C2C(=O)Nc3c(F)cccc32)cc1S(N)(=O)=O	86	95	114	85	105	108	101	107	106
43	Cc1ccc2[nH]c(O)c(N=Nc3nc(Nc4ccccc4)nc(Nc4ccc(S(N)(=O)=O)cc4)n3)c2c1	58	56	61	107	102	66	69	72	118
44	O=C1Nc2nc3ccccn3c2C(=O)[C@H](Cc2ccccc2)N1	94	96	101	95	99	109	101	111	112
45	Cc1[nH]c2ncnc(Nc3ccc(NC(=O)Nc4ccc(Cl)cc4)cc3)c2c1C	91	91	102	126	102	100	102	98	100
46	Cc1cc2c(cc1C)N(C(=O)CCl)CC(=O)N2	-82*	62	6.2*	97	62	43	56	61	69
47	Cc1cccc(NC(=O)Nc2ccc(Oc3ccc(=O)[nH]n3)cc2)c1	80	95	103	98	107	112	102	94	101
48	O=C(O)CC(Br)c1cccc([N+](=O)[O-])c1 (centres undefined)	91	100	109	110	110	114	96	101	111
49	CCC(=CCC1=C(O)c2ccccc2C(=O)C1=O)CC	62	71	79	83	73	54	80	90	54
50	CC1(C)[C@@H]2CC[C@@]1(C)C(=O)C2	101	97	122	105	108	101	101	113	.
51	CSc1nc(N)nn1S(=O)(=O)c1ccccc1	91	104	107	106	105	102	104	99	108
52	COc1ccc(NC(=O)/N=c2\oc3c(OC)cccc3cc2-c2cc3ccccc3[nH]2)cc1	76	49	64	88	58	50	53	70	.
53	CCCCC/C=C\C/C=C\CCCCCCCCOc1ccc(CCOP(=O)(O)OCC[N+](C)(C)C)cc1	95	107	123	97	112	107	101	110	112
54	CCOC(=O)c1ccc(/C=C/c2ccc(S(=O)(=O)O)cc2)cc1	91	104	100	82	97	94	97	97	101
55	CC(CC(C)(C)C)C(=O)O (centres undefined)	95	99	116	93	106	106	114	98	109
56	COC(=O)[C@]12CCC(C)(C)C[C@H]1[C@H]1C(=O)C[C@@H]3[C@@]4(C)CCC(=O)C(C)(C)[C@@H]4CC[C@@]3(C)[C@]1(C)CC2	39	90	77	83	90	93	78	68	56
57	CCOC(=O)c1c(Nc2ccccc2)nn2c(N)c(C#N)c(-c3ccc(Cl)cc3)nc12	72	42	82	79	71	70	.	44	59
58	O=C(CCc1ccccc1)c1ccccc1OCC(O)CN1CCCCC1 (centres undefined)	99	98	110	94	105	99	96	92	104
59	CC(=O)NCCNS(=O)(=O)c1ccccc1	96	99	107	109	104	106	102	107	98
60	O=[N+]([O-])c1ccc(-c2ccccc2-c2ccccc2)cc1	80	92	110	97	81	85	56	70	101

Additional structures:
No.	Compound	NCI-H522	OVCAR-8	OVCAR-3	OVCAR-5	NCI/ADR-RES	IGROV1	NCI-H23	OVCAR-4	SK-OV-3
61	CC1COCC(C)N1C1=C(Cl)C(=O)c2ccccc2C1=O (centres undefined)	36	47	46	106	77	50	63	-4.8*	96
62	CCCCN(CCCC)S(=O)(=O)c1ccc(NC(=O)c2ccco2)cc1	61	49	49	99	98	78	56	52	73
63	CCCCC(Cc1ccccc1)(C(=O)OCC)c1ccc(Cl)cc1 (centres undefined)	86	97	105	88	99	96	102	106	101
64	COC1=C[C@]23CCC(=O)N2CCc2cc4c(cc2[C@@H]3[C@@H]1OC(=O)[C@H](C)O)OCO4	-48*	29	-2.3*	46	75	20	9.6*	13	24
65	CC(C)(C)NC[C@@H](O)COc1nsnc1N1CCOCC1	102	109	124	.	107	110	110	114	115
66	CCCc1c(CC)cc(CC)c[n+]1-c1ccccc1	76	96	98	112	103	84	87	75	105
67	CN1CCN(CCOc2ccc(-c3cnc4c(-c5cccc(F)c5)cnn4c3)cc2)CC1	82	70	56	85	73	64	63	66	106
68	CCNc1nnc2n(Cc3ccccc3)c(=O)c3c4c(sc3n12)CCCC4	65	58	57	104	76	.	57	82	89
69	COc1cccc(/C=N/NC(=O)C[N+](C)(C)C)c1O	88	102	116	103	104	125	103	.	111
70	c1ccc(SCSc2ccccc2)cc1	98	111	115	97	102	98	100	.	109
71	Nc1c(Cl)ncnc1Nc1ccc(C(=O)O)cc1	98	106	109	95	107	131	102	112	102
72	O=C(O)CCNC(=O)c1ccc(N=Nc2ccc(O)c(C(=O)O)c2)cc1	108	104	106	102	104	102	98	83	112

Among those listed so far, these have a Cl atom.
No.	Compound	NCI-H522	OVCAR-8	OVCAR-3	OVCAR-5	NCI/ADR-RES	IGROV1	NCI-H23	OVCAR-4	SK-OV-3
1	CCn1c(O)c(/C=N/NC(=O)Cc2ccccc2Nc2c(Cl)cccc2Cl)sc1=S	86	59	88	101	104	78	98	95	83
11	Fc1ccc2nncc(SCc3ccccc3Cl)c2c1	55	100	108	113	90	.	97	100	110
15	C/C(=N\NC(=O)c1ccncc1)c1ccc(Cl)cc1Cl	107	129	99	105	99	133	99	121	103
16	O=S(=O)(Nc1ccccc1Nc1ccccc1)c1ccccc1Cl	94	92	103	94	95	100	88	98	97
17	NC(N)=Nc1ccc(Oc2cccc(NC(N)=Nc3ccc(Cl)c(C(F)(F)F)c3)c2)cn1	10.0*	54	3.5*	42	95	-20*	39	53	48
21	CC(C)c1ccc(Cn2nc(Nc3ccc(Cl)c(Cl)c3)nc2N)cc1	91	96	63	87	80	79	85	77	90
22	COc1cc(Cn2c(SCC(=O)Nc3ccc(Cl)cc3)nc3ccccc3c2=O)cc(OC)c1OC	41	63	.	82	52	42	73	53	68
24	COc1cccc2nc(Nc3ccc(NC(=O)c4cccc(Cl)n4)cc3)ccc12	69	105	108	94	97	99	92	96	99
28	O=CN1N=C(c2ccc(Cl)cc2)CC1c1sc(N2CCOCC2)nc1Cl (centres undefined)	79	89	88	104	89	76	80	72	94
33	COc1ccc(-c2c(NC(=O)Nc3ccc(Cl)c(C(F)(F)F)c3)cnn2-c2ccc(S(N)(=O)=O)cc2)cc1	44	29	25	61	90	33	43	33	68
34	N#Cc1ccc(-c2nn(-c3ccc(C(=O)O)cc3)cc2CNc2cc(Cl)cc(C(F)(F)F)c2)cc1	20	20	22	60	1.8*	35	-13*	28	55
39	COc1ccc(-c2nn(-c3cccc(Cl)c3)cc2-c2cc(-c3ccc(Br)cc3)[nH]c(=O)c2C#N)cc1	75	78	68	105	65	93	87	-34*	89
45	Cc1[nH]c2ncnc(Nc3ccc(NC(=O)Nc4ccc(Cl)cc4)cc3)c2c1C	91	91	102	126	102	100	102	98	100
46	Cc1cc2c(cc1C)N(C(=O)CCl)CC(=O)N2	-82*	62	6.2*	97	62	43	56	61	69
57	CCOC(=O)c1c(Nc2ccccc2)nn2c(N)c(C#N)c(-c3ccc(Cl)cc3)nc12	72	42	82	79	71	70	.	44	59
61	CC1COCC(C)N1C1=C(Cl)C(=O)c2ccccc2C1=O (centres undefined)	36	47	46	106	77	50	63	-4.8*	96
63	CCCCC(Cc1ccccc1)(C(=O)OCC)c1ccc(Cl)cc1 (centres undefined)	86	97	105	88	99	96	102	106	101
71	Nc1c(Cl)ncnc1Nc1ccc(C(=O)O)cc1	98	106	109	95	107	131	102	112	102

Source: PubChem
